# Assay outcomes deposited in PubChem by several laboratories.
# AddAB inh: less growth of phage-infected E. coli with AddAB; inhibition, % at 11.9 µM; hit rate 0.29% among 330,000; AID 435030; E. coli expressing H. pylori AddAB, absorbance growth; in the data active = inhibition above about 12%;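 note: 0% = vehicle wells of infected cells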
# Arrestin-AP2 inh: blocks beta-arrestin peptide binding to AP2 adaptin | inhibition, % at 10 µM | FITC-arrestin peptide / GST-AP2 beads, flow cytometry; AP2 beta2 appendage carries R879A mutation | hit rate 0.31% among 340,000;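 active = inhibition above a set limit, near 3 SD of compounds lacking own fluorescence, cut at about 54% in these data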;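 note: plate controls were DMSO wells for no effect and 5 µM unlabelled arrestin peptide for full effect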
#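 Test system: GST-tagged AP2 beta2-adaptin appendage (R879A) on 4 µm glutathione beads; also added: fluorescein-tagged arrestin peptide at 50 nM final; timing: 12 min plus 1 h, RT; signal: flow cytometry, FL1 (488/535 nm); read-out: percent drop in bead-associated FITC signal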
# Mot1-301 SUMO: inhibitors of SUMOylation pathway: yeast Mot1-301 growth rescue; S. cerevisiae Mot1-301 growth rescue, ATP luminescence, 38.5C; percent above DMSO median, 100 means doubled; growth rescue, % at 18.8 µM; hit rate 1% among 320,000; AID 2716;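 active = every valid replicate shows activation above 250% relative to neutral control wells; inactive = the rest, any valid replicate at or below 250%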;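 note: OY570 slx delta 5 strain wells were the positive control but not used for scaling; some compounds called inactive have numbers as strong as hits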
# Tat transport: inhibitors of E. coli Tat protein transport; E. coli MC4100 TorA-mCherry Tat export, fluorescence; inhibition, % at 10 µM; hit rate 0.036% among 340,000;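 active = mean replicate inhibition at least 50% and at least half of replicates individually reaching 50%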;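 note: exported cargo escapes ClpAP degradation while cytoplasmic cargo is degraded and loses fluorescence; 0% = median of neutral control wells and 100% = median of NaSCN control wells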
# Ecoli viability: reduces bacterial viability in AddAB counter-screen; E. coli V3065 growth, OD600 absorbance, 18 h; inhibition, % at 11.9 µM; hit rate 0.27% among 330,000;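 active = inhibition above the campaign's mean inhibition across all tested compounds plus 3 SD, cut at about 9.9% in these data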;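 note: uninfected addAB+ strain grown without phage in ampicillin broth; 0% = DMSO wells and 100% = ciprofloxacin 0.95 µg/ml wells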
# PfHsp90 set2: inhibits growth of yeast expressing Plasmodium falciparum Hsp90; hit rate 0.32% among 310,000; S. cerevisiae expressing PfHsp90, BacTiter-Glo ATP, 48 h; yeast lacking PDR1 and PDR3 efflux regulators; AID 504621; inhibition, % at 9.4 µM;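 active = every replicate shows inhibition above about 80%, whatever the replicate mean, limit read from the data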;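 note: 0% = DMSO neutral controls and 100% = 20 µM radicicol positive controls; yeast relying on Plasmodium falciparum Hsp90 in place of its own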
# PKA-R1A act: PKA-R1A complex activation; activation, % at 11.4 µM; PKA-R1A dissociation, Cy5-IP20 fluorescence polarization; scaled: DMSO 0%, 113 µM cGMP 100%; hit rate 0.083% among 340,000; AID 504707;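 active = percent activation above the mean of all tested compounds plus 3 SD, cut at about 19% in these data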;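 note: higher means more PKAc released from R1A so a rise in polarization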
# MOR-DOR ag: OPRM1-OPRD1 heterodimerization agonism; cells, luminescence; hit rate 0.3% among 340,000; activation, % at 9.3 µM; AID 504326; P35372+P41143; in the data active = activation above about 18%;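 note: 0% = vehicle-treated cells and 100% = reference agonist; values of inactives mirror those of a sister screen read the other way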
# phage Ecoli inh: E. coli growth loss with phage present; growth absorbance; hit rate 0.26% among 360,000; AID 651602; inhibition, % at 11.9 µM; in the data active = inhibition above about 11%
# Pemphigus Ab inh: inhibitors of pemphigus antibody binding to human desmoglein-3; P32926; DSG3-coupled beads, scFv-anti-DSG3-GFP binding, flow cytometry; hits give low values; binding (percent of control), % at 10 µM; hit rate 0.48% among 310,000; AID 588358;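 active = binding more than 3 SD below its plate's average and above zero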;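 note: hits lower antibody fragment binding to DSG3; some compounds called inactive have numbers as strong as hits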
# Target sequence (P32926 whole entry, looked up, the tested form may be a part): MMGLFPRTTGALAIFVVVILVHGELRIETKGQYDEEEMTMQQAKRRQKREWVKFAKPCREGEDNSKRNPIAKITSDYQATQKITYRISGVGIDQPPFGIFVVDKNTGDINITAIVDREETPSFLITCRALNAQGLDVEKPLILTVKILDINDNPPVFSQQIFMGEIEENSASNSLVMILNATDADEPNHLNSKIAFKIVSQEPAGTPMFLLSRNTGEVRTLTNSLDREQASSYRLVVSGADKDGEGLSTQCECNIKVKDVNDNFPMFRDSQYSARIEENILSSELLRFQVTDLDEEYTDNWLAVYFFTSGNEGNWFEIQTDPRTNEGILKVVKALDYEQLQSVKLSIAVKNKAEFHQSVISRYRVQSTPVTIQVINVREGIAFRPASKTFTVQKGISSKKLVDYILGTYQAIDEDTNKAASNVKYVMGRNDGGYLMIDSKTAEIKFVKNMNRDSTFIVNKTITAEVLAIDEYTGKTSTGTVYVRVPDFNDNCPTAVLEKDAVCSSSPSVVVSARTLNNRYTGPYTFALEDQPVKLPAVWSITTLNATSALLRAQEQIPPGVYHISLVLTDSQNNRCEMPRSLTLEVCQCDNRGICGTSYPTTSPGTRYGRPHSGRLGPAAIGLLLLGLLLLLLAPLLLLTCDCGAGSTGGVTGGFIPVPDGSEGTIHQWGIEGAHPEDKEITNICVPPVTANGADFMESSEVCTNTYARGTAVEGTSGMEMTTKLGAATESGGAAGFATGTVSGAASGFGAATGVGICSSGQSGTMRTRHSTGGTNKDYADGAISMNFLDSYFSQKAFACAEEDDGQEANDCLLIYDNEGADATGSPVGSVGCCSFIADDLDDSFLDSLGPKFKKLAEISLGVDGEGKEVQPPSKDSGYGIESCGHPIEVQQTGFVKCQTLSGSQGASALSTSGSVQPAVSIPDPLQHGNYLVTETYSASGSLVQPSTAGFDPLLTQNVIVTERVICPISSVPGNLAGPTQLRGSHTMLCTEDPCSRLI
# OPRM1-OPRD1 inv: mu-delta opioid heterodimer inverse agonism. cell-based MOR-DOR heterodimer luminescence. P35372+P41143. hit rate 0.21% among 340,000. inhibition, % at 9.3 µM; in the data active = inhibition above about 22%, passing the limit was not always enough;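 note: 0% = cells with DMSO and 100% = wells without cells with DMSO; values of inactives mirror those of a sister screen read the other way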
# Starred values were filed as active, the others as inactive; / = not tested or not shown.
SMILES,AddAB inh,Arrestin-AP2 inh,Mot1-301 SUMO,Tat transport,Ecoli viability,PfHsp90 set2,PKA-R1A act,MOR-DOR ag,phage Ecoli inh,Pemphigus Ab inh,OPRM1-OPRD1 inv
COC(=O)[C@]1(Cc2ccccc2)N[C@H](CN(C)C(=O)C2CCCCC2)[C@@H]2C(=O)N(C)C(=O)[C@@H]21,3.4,1,/,-6,-0.5,-11,-3,-3.8,-0.3,95,18
Cc1nc2nc(CNC(=O)OC(C)(C)C)nn2c(C)c1CCC(=O)Nc1ccc2c(c1)OCO2,3.7,6,14,-1,-2.4,2,1,0.3,0.9,95,-2
O=C(CSc1ccc(Cl)cc1)Nc1ccc(N2CCN(C(=O)c3ccc(Cl)cc3)CC2)cc1,-1.1,0,-7,-4,0.0,-30,-15,4.9,2.6,93,-27
COc1ccc(S(=O)(=O)Nc2c(C(=O)O)[nH]c3ccccc23)cc1OC,0.9,-3,48,-2,1.7,-1,1,0.4,0.9,95,-3
O=C(c1ccccc1)c1ccccc1C(=O)N1CCN(C(=O)c2ccccc2)CC1,4.3,-1,5,-6,0.2,-3,9,-2.0,5.3,96,10
O=C(NCCc1ccccc1)c1c(O)c2cccc3c2n(c1=O)CC3,4.7,29,-14,-1,0.1,19,1,0.0,6.3,97,0
Cc1ccc(-c2nnc(SCC(=O)Nc3ccc(N4CCOCC4)cc3)o2)cc1,3.1,18,15,-2,-0.2,9,-2,-2.2,0.8,102,12
COCC1CCCCN1C(=O)C1CCN(c2nc(-c3ccccc3)nc3c2CCC3)CC1 (stereo unspecified),1.8,23,-2,9,2.2,2,3,0.6,1.9,100,-3
CCOC(=O)c1ccc(N2Cc3ccccc3C2=N)cc1,1.2,-4,13,3,1.6,36,-3,-2.5,3.1,102,15
O=C(NNC(=S)NC(=O)c1cccs1)c1ccc(NC(=O)c2ccccc2)cc1,-1.9,-5,-5,-29,-0.9,-9,-3,-3.1,-5.0,97,19
Cc1c(CCC(=O)O)c(=O)oc2cc3occ(-c4ccc(Br)cc4)c3cc12,-2.9,-20,28,10,-4.0,-66,-6,-1.2,0.4,99,6
O=C(NCc1ccccn1)C1CCCCC1,4.1,2,-3,9,2.4,2,-8,-1.0,2.0,102,5
COC(=O)CCc1nc2ccccc2nc1OC,-1.8,7,1,0,-2.2,36,1,0.3,1.8,104,-1
CC(=O)Nc1ccc2nc(NS(=O)(=O)c3ccc(C)cc3)sc2c1,1.2,26,16,-5,-0.5,1,-4,-2.0,-2.9,91,9
CCn1c(Cl)c(C=O)s/c1=N\S(=O)(=O)c1ccccc1,0.8,9,-26,9,2.0,0,-1,-6.3,-0.8,93,34*
COC(=O)Cc1ccc2c3ccccc3n(C)c2c1,0.2,-13,-18,-2,-0.8,-7,-3,1.0,4.3,97,-6
COc1cc(NC(=O)Cc2nn(C)c(=O)c3ccccc23)cc(OC)c1OC,-0.9,7,1,-6,0.1,10,-17,1.9,/,/,-10
CCO[C@@H]1OC(C(=O)N2CCN(Cc3ccc4c(c3)OCO4)CC2)=C[C@H](C2CC2)[C@H]1CCCO,2.1,-4,183,-17,1.0,-12,5,-1.6,4.3,102,9
CCOc1ccc2nc(NCCNC(=S)NCCCN(C)C)c(C#N)cc2c1,-3.6,5,3,-2,-1.7,12,-6,-0.1,1.7,99,0
O=c1[nH]nc(CNc2ccc(Cl)cc2Cl)c2ccccc12,2.5,-1,3,3,-1.3,/,5,3.1,2.8,90,-19

# Molecules from the list above with a halogen (four):
SMILES,AddAB inh,Arrestin-AP2 inh,Mot1-301 SUMO,Tat transport,Ecoli viability,PfHsp90 set2,PKA-R1A act,MOR-DOR ag,phage Ecoli inh,Pemphigus Ab inh,OPRM1-OPRD1 inv
O=C(CSc1ccc(Cl)cc1)Nc1ccc(N2CCN(C(=O)c3ccc(Cl)cc3)CC2)cc1,-1.1,0,-7,-4,0.0,-30,-15,4.9,2.6,93,-27
Cc1c(CCC(=O)O)c(=O)oc2cc3occ(-c4ccc(Br)cc4)c3cc12,-2.9,-20,28,10,-4.0,-66,-6,-1.2,0.4,99,6
CCn1c(Cl)c(C=O)s/c1=N\S(=O)(=O)c1ccccc1,0.8,9,-26,9,2.0,0,-1,-6.3,-0.8,93,34*
O=c1[nH]nc(CNc2ccc(Cl)cc2Cl)c2ccccc12,2.5,-1,3,3,-1.3,/,5,3.1,2.8,90,-19

# The list goes on:
SMILES,AddAB inh,Arrestin-AP2 inh,Mot1-301 SUMO,Tat transport,Ecoli viability,PfHsp90 set2,PKA-R1A act,MOR-DOR ag,phage Ecoli inh,Pemphigus Ab inh,OPRM1-OPRD1 inv
O=C(CNC(=O)c1ccccc1Br)N/N=C/c1cccs1,-1.7,12,-21,2,0.5,-4,-8,-2.6,-0.1,103,13
COc1ccccc1CNC(=O)c1cccc(S(=O)(=O)N2CCN(c3ccc(F)cc3)CC2)c1,0.9,-5,-9,8,3.0,5,-3,-0.2,0.9,/,1
CC(C)(C)c1csc(N/N=C/c2cccnc2)n1,-0.3,43,30,3,-0.3,11,-6,-0.2,0.6,95,1
Cc1ccc2cc(C#N)c(N3CCN(C(=O)c4ccccc4)CC3)nc2c1,2.9,2,-10,10,1.4,-14,1,-1.0,0.9,94,5
CSCCC(NC(=O)c1ccco1)C(=O)NC1CCC(C)CC1 (stereo unspecified),0.8,-5,2,0,0.3,-1,5,-4.5,1.5,/,17
CC(=O)c1cc(CN2C(=O)c3ccccc3C2=O)cs1,3.4,8,-13,-9,-2.2,/,10,-1.1,3.1,/,6
O=C(NNC(=O)c1ccccc1Br)c1ccc(SCC2CCCO2)c([N+](=O)[O-])c1 (stereo unspecified),1.6,6,56,3,-1.7,4,8,-0.6,1.2,/,3
COc1ccc(-n2c(CNc3ccc(C)cc3)nnc2SCc2ccccc2)cc1,-0.3,4,-17,6,0.5,20,7,2.4,1.0,103,-14
CC(C)CN1C(=O)C(=O)N(CC(=O)N(C)CC(=O)Nc2ccc(F)cc2)C1=O,2.6,3,234,-1,-1.2,25,-1,-4.0,3.9,97,15
Cc1cccc(Nc2nc(C)cc(C)c2C#N)c1,0.6,-15,1,1,0.6,-11,-6,-0.1,1.9,126,1
CC1(c2ccccc2Br)NC(=O)N(CC(=O)N2CCc3ccccc3C2)C1=O (stereo unspecified),0.5,-5,-2,1,0.9,-48,1,-3.2,1.7,/,13
c1ccc(-c2ccccc2OCCOCCN2CCc3ccccc3C2)cc1,1.0,14,19,10,2.6,27,-1,11,3.8,118,-64
O=C(Cc1c2ccccc2nc2ccccc12)c1ccccc1,6.8,-3,25,-4,1.8,-11,9,-1.8,1.1,93,9
COc1ccc(C2CC(c3ccccc3)=NN2C(=O)CCC(=O)O)cc1 (stereo unspecified),1.6,10,0,17,0.8,-8,3,-0.4,1.2,103,2
CCOc1ccc(/C=C/C(=O)Nc2cccc(C(C)=O)c2)cc1,4.3,-7,-3,1,-1.0,2,2,1.2,2.2,124,-7
CCC(=O)Nc1nnc(SCC(=O)NCC2CCCO2)s1 (stereo unspecified),-1.0,-7,-6,1,-0.3,15,7,-2.2,3.9,99,12
CCC(=O)OCC(=O)Nc1ccc(OC)cc1[N+](=O)[O-],3.8,3,-16,-7,-1.1,6,-10,-2.9,4.1,99,17
Cc1cc(O)c(C(=O)c2ccccc2C(=O)O)cc1C,0.3,12,1,5,-0.7,-7,9,1.2,1.3,91,-6
COc1cccc(C2(O)CCN(C(=O)C(C)C)CC2)c1,0.5,-8,37,-6,0.1,10,-5,-2.0,1.1,99,11
CCC(=O)C1CCCN(C(=O)CCc2nnc(C3(c4ccc(Cl)cc4)CCC3)o2)C1 (stereo unspecified),-4.2,-12,-1,35,-0.8,5,-3,-2.0,1.8,103,11
Cc1c(C(=O)N2CCN(c3ccc(F)cc3)CC2)sc2ncnc(N3CCN(c4ccccn4)CC3)c12,2.4,23,24,14,-0.9,-13,3,5.0,1.1,97,-26
Cc1ccc(O)c(-c2cc(-c3ccccc3[N+](=O)[O-])[nH]n2)c1,-0.2,2,14,5,-2.8,0,-14,6.5,4.7,102,-39
CCSc1nnc2nc(C)cc(C)n12,0.3,6,300,4,-2.3,-13,2,-3.7,1.4,/,20
Cc1cccc(N2CCN(CC(=O)N(C3CCCC3)C3CCS(=O)(=O)C3)CC2)c1C (stereo unspecified),-0.4,-6,-3,0,-1.4,-10,12,0.8,2.4,113,-3
COc1cc(OC)c(C2=NOC(C(=O)Nc3c(C)nn(CC(=O)N4CCCC4)c3C)C2)cc1Cl (stereo unspecified),-0.8,-4,26,0,0.6,-8,11,-1.5,2.6,112,9
O=S(=O)(c1cc(F)ccc1F)N1CCC2(CC1)OCCN2S(=O)(=O)c1cccs1,1.4,1,-11,0,1.3,/,4,-1.8,-0.5,100,11
CCOC(=O)C1=NN(C(=O)Cc2ccccc2)C(O)(C(C)(C)C)C1 (stereo unspecified),0.2,6,106,-2,0.2,1,-2,-0.6,3.4,86,4
CCn1cc(C(=S)N2CCC(C(N)=O)CC2)c2ccccc21,-2.4,-11,13,-2,-0.6,/,-2,-0.4,-2.3,108,2
O=C(CN1CCN(S(=O)(=O)c2ccc(Cl)cc2)CC1)Nc1ccc(N2CCOCC2)cc1,1.5,1,11,6,-0.4,3,-2,-2.1,2.6,121,11
COc1ccc(OCc2nnc(NC(=O)Nc3ccc(F)cc3)s2)cc1,0.5,8,-16,-5,1.4,-1,5,6.9,4.8,104,-35
CCCCCN(C(=O)CCC(=O)OC(C)C(=O)NCc1ccccc1)c1c(N)n(CCCC)c(=O)[nH]c1=O (stereo unspecified),0.7,-10,-11,14,-0.1,34,-1,-4.0,-0.7,101,21
CCOc1cc2c(C#N)c(N3CCOCC3)nc(N)c2c(N)n1,0.0,22,-9,7,2.1,1,-5,-0.9,0.1,104,5
CC1CN(C(=O)C(C)N2C(=O)c3ccccc3C2=O)CC(C)O1 (stereo unspecified),-1.2,-4,-5,-5,-3.7,/,-3,-1.4,0.9,99,8
